Assay outcomes: PubChem, NCI
All columns: NCI-60 one-dose screen, growth in % after 48 h at 10 µM unless noted; 100 = growth as untreated, 0 = no growth, -100 = all killed.
SK-MEL-28: SK-MEL-28 melanoma. actives 4.1% (n = 81,000). AID 1794761
MDA-MB-435: MDA-MB-435 melanoma. actives 7.8% (n = 82,000)
SK-MEL-5: SK-MEL-5 melanoma; AID 1794755; actives 6.4% (n = 80,000)
UACC-257: UACC-257 melanoma | actives 4.4% (n = 78,000)
UACC-62: UACC-62 melanoma. actives 5.4% (n = 81,000)
M14: M14 melanoma; actives 6.2% (n = 80,000)
SK-MEL-2: SK-MEL-2 melanoma; actives 4.7% (n = 77,000)
A549/ATCC: A549/ATCC NSCLC | AID 1794740 | actives 3.7% (n = 81,000)
Active calls of the source: *; nt = no result given; [ ] = remark or other dose. Rule for the calls: active = growth percent below 10; inactive = the rest.

The opening 3 entries, to show the layout:
SMILES	SK-MEL-28	MDA-MB-435	SK-MEL-5	UACC-257	UACC-62	M14	SK-MEL-2	A549/ATCC
O=C1NC(=S)NC1Cn1c(-c2ccccc2)nc2ccccc21 (stereo not given)	110	101	101	104	94	109	107	100
CCCCCCCC(CCCCCCC)C(=O)O	107	101	nt	105	104	100	114	106
CCOc1cc(CC[N+](C)(C)C)cc2c1ccc1ccc(OC)c(OC)c12	100	101	91	91	95	99	110	94

All compounds of this part, repeating the preview:
SMILES	SK-MEL-28	MDA-MB-435	SK-MEL-5	UACC-257	UACC-62	M14	SK-MEL-2	A549/ATCC
O=C1NC(=S)NC1Cn1c(-c2ccccc2)nc2ccccc21 (stereo not given)	110	101	101	104	94	109	107	100
CCCCCCCC(CCCCCCC)C(=O)O	107	101	nt	105	104	100	114	106
CCOc1cc(CC[N+](C)(C)C)cc2c1ccc1ccc(OC)c(OC)c12	100	101	91	91	95	99	110	94
CN(C)C=Nc1ccn(C2CC(F)C(CO)O2)c(=O)n1 (stereo not given)	116	101	101	nt	98	112	nt	74
CC(=O)NC(CCCCNC(=O)CSCCNC(=O)CCNC(=O)[C@H](O)C(C)(C)COP(=O)(O)OP(=O)(O)OC[C@H]1O[C@@H](n2cnc3c(N)ncnc32)[C@H](O)[C@@H]1OP(=O)(O)O)C(=O)NC(Cc1ccc(O)cc1)C(=O)NCC(=O)NC(CCCNC(=N)N)C(=O)NC(CCCCN)C(=O)NC(CCCCN)C(=O)NC(CCCNC(=N)N)C(=O)NC(CCCNC(=N)N)C(=O)NC(CCC(N)=O)C(=O)NC(CCCNC(=N)N)C(=O)NC(CCCNC(=N)N)C(=O)NC(CCCNC(=N)N)C(=O)O (stereo not given in full)	109[2.5 µM]	nt	109[2.5 µM]	104[2.5 µM]	102[2.5 µM]	100[2.5 µM]	151[2.5 µM]	104[2.5 µM]
NS(=O)(=O)c1ccc(Nc2ccnc(SCC(=O)c3ccc(-c4ccccc4)cc3)n2)cc1	104	98	96	106	90	102	100	104
CC12SCC(C(=O)NCc3ccccc3)N1C(=O)c1ccccc12 (stereo not given)	105	101	102	80	97	102	93	79
COc1cc(NC(=O)COc2cc(O)c3c(=O)cc(-c4ccccc4)oc3c2)cc(OC)c1	103	100	nt	95	93	97	102	94
CCOC(=O)c1sc(N)c(C(=O)OCC)c1C	79	81	nt	78	58	78	75	65
CCOC(=O)Nc1c2ccccc2nc2ccccc12	108	104	nt	111	82	108	94	105
c1cn2cc(-c3ccc4ncn(C5CCCCC5)c4c3)nc(-c3ccc4c(c3)ncn4C3CCCCC3)c2n1	-20*	-73*	-89*	-72*	-48*	-51*	-66*	-45*
N#C/C(=C\c1ccc(-c2cccc(Cl)c2)o1)c1ccc(Cl)cc1	106	101	95	99	75	86	119	92
Oc1c(Br)cc(Cl)cc1C(c1cc(Cl)cc(Br)c1O)C(Cl)(Cl)Cl	38	39	-65*	33	13	31	-30*	14
CC(C)(C)c1ccc(O)c(Br)c1	102	92	96	111	98	96	126	107
CC(C)(C)Nc1nc2c(OCCc3ccccc3)cccn2c1-c1ccc([N+](=O)[O-])cc1	76	85	75	89	58	61	60	54
O=C1c2ccccc2CCC1(Br)Br	56	3.9*	nt	63	32	5.7*	nt	96
CC(=O)CC(c1ccccc1)c1c(C)[nH]c2ccccc12 (stereo not given)	102	100	99	95	87	94	105	99
O=C1/C(=C\c2cn(CC(O)CN3CCCCC3)c3ccccc23)c2ccccc2N1c1c(Cl)cccc1Cl (stereo not given)	-94*	-93*	-100*	-98*	-84*	-81*	-83*	-90*
CC(=O)[C@H]1CC[C@H]2[C@@H]3C[C@H](C)C4=CC(=O)CC[C@]4(C)[C@H]3C(=O)C[C@]12C	115	119	100	102	97	101	99	99
COc1cccc(/C=C2/C[C@]3(C)[C@H]4CC[C@@H]5[C@@H](/C(C)=C\CC=C(C)C)CC[C@@]5(C)[C@]4(C)CC[C@H]3C(C)(C)C2=O)c1OC	105	102	99	102	89	99	100	99
CC(C)CCSc1nc(NNC(N)=S)c(C#N)c(-c2ccccc2)n1	89	99	99	99	76	108	106	88
O=C(CCCCCCn1cc(-c2ccc(O[C@H]3OC(CO)[C@@H](O)C(O)[C@H]3O)cc2)nn1)NO (stereo not given in full)	102	98	98	99	89	96	112	99
C(=Nc1ccc2c(c1)Cc1ccccc1-2)c1ccc2ccccc2n1	112	114	106	89	96	105	117	90
C#Cc1nc(C(C)=O)cs1	106	104	104	107	94	nt	111	108
CCCCn1cc(CCCCCC(=O)CC(=O)N[C@H]2CCOC2=O)nn1	108	103	110	116	97	109	122	110
Cc1ccccc1Cc1cnc(Nc2ccccn2)s1	97	104	96	91	77	99	106	85
Cc1cncc(O)c1	101	114	102	99	96	102	101	97
O=S(=O)(Oc1ccc(-c2cnc3ccccc3n2)cc1)c1ccc2ccccc2c1	113	95	84	114	83	100	107	102
Cc1ccc(S(=O)(=O)Nc2nc(Nc3ccc(Cl)cc3)c(C#N)c(-c3ccc(Cl)cc3)n2)cc1	84	72	nt	110	27	81	53	73
Cc1ccc(Nc2nc(Nc3cnc4ccccc4c3)c3[nH]cnc3n2)cc1	105	106	82	90	85	75	96	83
O=c1[nH]c(=O)c2[nH]c(=O)[nH]c2[nH]1	99	100	100	107	100	91	137	104
c1ccc(Cn2cc3c(c2-c2ccccc2)CCCc2cnoc2-3)cc1	114	98	100	105	89	107	101	106
CCOC(=O)c1c2c(c(C)n1Cc1ccc(OC)cc1)-c1nc(N)ncc1CC2	112	110	110	121	87	106	119	110
OC(CCN1CCC2CCC(C2)C1)c1ccc(Br)cc1 (stereo not given)	117	104	95	113	101	101	97	103
CCN(CC)c1ccc(N=C2C=C(C(=O)Nc3ccc(S(C)(=O)=O)cc3)C(=O)c3ccccc32)c(C)c1	96	99	41	93	38	97	78	78
Cc1ccc(S(=O)(=O)NC(=O)CCC(=O)NCc2ccccc2)cc1	104	109	102	94	93	110	107	100
Cc1ccc2cccc(Oc3ccc(Nc4ncnc5onc(-c6ccccc6)c45)cc3)c2n1	80	80	46	89	64	84	94	81
CCCn1cnc2c(SCc3ccccc3)nc(N)nc21	117	109	101	108	92	124	100	97
COc1ccc(NC(=O)[C@H](CCC(=O)OC(C)(C)C)NC(=O)OC(C)(C)C)cc1C(=O)Nc1cccc(C2CC(=O)c3c(cc(OC)c(OC)c3OC)O2)c1 (stereo not given in full)	108	109	88	101	81	112	109	91
CNC(=S)NC(C)(C)C	108	106	94	93	94	99	122	98
CCCC1CCCCN1C(=O)OC (stereo not given)	101	111	141	104	103	106	102	100
C#CCOc1cc(N(CC)CC)ccc1C(C(=O)NC(C)(C)C)N(C(=O)C1CCc2cc(F)ccc2O1)c1ccccc1 (stereo not given)	89	100	96	108	79	100	110	109
CCOC(=O)c1cnc2c(-c3nc4ccccc4s3)c(Nc3ccccc3)[nH]n2c1=O	44	89	88	83	48	68	68	89
O=S(=O)(O)c1cccc2cccnc12	97	105	107	103	109	106	108	106
C=C1C(=O)O[C@H]2[C@H]1CC/C(Cn1cc(-c3ccc(N)cc3)nn1)=C\CC[C@@]1(C)O[C@@H]21	-17*	-7.6*	35	nt	-37*	-18*	42	49
Nc1ncnc2c1C(c1ccc(Cl)cc1)c1sc3c(Br)cccc3c1O2 (stereo not given)	114	107	96	nt	72	102	100	85
COc1cc(C2C=C(c3cc(OC)c(OC)c(OC)c3)Nc3nc(SC)[nH]c(=O)c32)ccc1Oc1ccnc2cc(Cl)ccc12 (stereo not given)	70	56	56	67	69	68	69	69
CCOC(=O)CCCn1c(=O)c2sc3ncccc3c2n2nnc(-c3ccccc3)c12	102	95	81	105	88	91	88	99
O=C(NCc1ccccc1)/C(=C\c1ccccc1)CC(=O)c1ccc(Cl)c(Cl)c1	111[5.5 µM]	98[5.5 µM]	95[5.5 µM]	99[5.5 µM]	77[5.5 µM]	93[5.5 µM]	102[5.5 µM]	89[5.5 µM]
COc1cc(-c2nc(-c3nnc(-c4cc(C(F)(F)F)cc(C(F)(F)F)c4)o3)c3ccccn23)cc(OC)c1OC	102	119	95	95	96	130	94	91

Continuation.
SMILES	SK-MEL-28	MDA-MB-435	SK-MEL-5	UACC-257	UACC-62	M14	SK-MEL-2	A549/ATCC
CC(=O)C[N+](C)(C)C	116	98	104	110	114	105	101	101
Cc1ccc(-c2nc(C#N)c(S(=O)(=O)N3CCN(S(=O)(=O)c4ccc(Cl)cc4)CC3)o2)cc1	99	95	94	89	83	92	96	94
[N-]=[N+]=NC1CC(n2ccc(=O)[nH]c2=O)OC1COC(c1ccccc1)(c1ccccc1)c1ccccc1 (stereo not given)	108	67	nt	91	84	94	nt	nt
COCCOC(CC(F)F)c1ccc2ccccc2c1 (stereo not given)	111	102	98	99	98	105	114	103
CCN(CC)Cc1cc(Nc2c3ccccc3nc3cc(Cl)ccc23)ccc1O	-79*	-93*	-100*	-95*	-97*	-100*	-74*	-38*
COc1ccc(-c2c(N)n[nH]c2-c2cc(Cl)ccc2O)cc1	104	90	81	95	75	76	71	57
CCOC(=O)C1CC(O)CN1C (stereo not given)	106	99	99	106	115	103	134	108
COCCOc1ccc(-c2csc(NC(C)=O)n2)cc1NS(=O)(=O)c1cccc2c(N(C)C)cccc12	83	105	79	nt	61	94	nt	98
COc1ccc(-c2cc(-c3ccc(OC)c(OC)c3)nc(SCCCC(=O)NO)n2)cc1	19	1.2*	-65*	9.4*	-55*	-42*	-5.7*	-0.1*
CSc1oc(CCS(=O)(=O)c2ccc(C)cc2)nc1S(=O)(=O)c1ccc(C)cc1	100	101	88	103	92	98	98	98

Whole records, looked up by structure. Screens in order: SK-MEL-28 | MDA-MB-435 | SK-MEL-5 | UACC-257 | UACC-62 | M14 | SK-MEL-2 | A549/ATCC
CC(=O)C[N+](C)(C)C as listed: 116 | 98 | 104 | 110 | 114 | 105 | 101 | 101
COCCOC(CC(F)F)c1ccc2ccccc2c1 (stereo not given) as listed: 111 | 102 | 98 | 99 | 98 | 105 | 114 | 103

(continued)
SMILES	SK-MEL-28	MDA-MB-435	SK-MEL-5	UACC-257	UACC-62	M14	SK-MEL-2	A549/ATCC
Cc1ccc(/C=C2\COc3ccc(O)c(O)c3C2=O)cc1	36	-24*	1.8*	10	-20*	3.4*	49	27
CCOc1ccc([C@@H]2[C@@H](Oc3ccccc3)C(=O)N2c2cc(OC)c(OC)c(OC)c2)cc1	65	-25*	-19*	74	26	4.7*	nt	23
O=C(CNCc1ccccc1)Nc1ccc(-c2nc3ccccc3s2)cc1	97	95	94	95	92	96	107	77
CC1(C)CC[C@]2(C(=O)N3CCNCC3)CC[C@]3(C)C(=CC[C@@H]4[C@@]5(C)C/C(=C/c6ccncc6)C(=O)C(C)(C)[C@@H]5CC[C@]43C)[C@@H]2C1	104	100	104	106	94	104	113	105
C#CCn1c(-c2ccc(OC3CCCC3)c(OC)c2)nc(-c2ccccc2)c1-c1ccccc1	95	84	66	86	56	65	73	69
COc1cc2oc(-c3cccc(NC(=O)[C@H](C)NC(=O)OC(C)(C)C)c3)cc(=O)c2c(OC)c1OC	117	108	72	117	76	127	106	99
COc1ccc(OC)c(NCc2ccccc2)c1	110	108	96	91	90	nt	93	100
O=C(CNc1cccnc1)Nc1ccc(C(=O)/C=C/c2ccc(Cl)cc2)cc1	96	69	91	105	85	88	84	88
CCOC(=O)/C=C\C(=O)NC(N)=O	118	106	105	nt	99	97	101	78
CN(C)c1ncnc2c1cnn2C	112	103	97	84	93	103	110	94

Taken from above:
Value for `CCCn1cnc2c(SCc3ccccc3)nc(N)nc21` under A549/ATCC: 97
Value for `COc1cc(NC(=O)COc2cc(O)c3c(=O)cc(-c4ccccc4)oc3c2)cc(OC)c1` under SK-MEL-2: 102
Value for `C=C1C(=O)O[C@H]2[C@H]1CC/C(Cn1cc(-c3ccc(N)cc3)nn1)=C\CC[C@@]1(C)O[C@@H]21` under SK-MEL-5: 35
Value for `CCOC(=O)Nc1c2ccccc2nc2ccccc12` under SK-MEL-2: 94
Value for `Cc1ccc2cccc(Oc3ccc(Nc4ncnc5onc(-c6ccccc6)c45)cc3)c2n1` under M14: 84
Value for `CC(=O)[C@H]1CC[C@H]2[C@@H]3C[C@H](C)C4=CC(=O)CC[C@]4(C)[C@H]3C(=O)C[C@]12C` under SK-MEL-2: 99
Value for `O=C(NCc1ccccc1)/C(=C\c1ccccc1)CC(=O)c1ccc(Cl)c(Cl)c1` under SK-MEL-28: 111[5.5 µM]

Following part
SMILES	SK-MEL-28	MDA-MB-435	SK-MEL-5	UACC-257	UACC-62	M14	SK-MEL-2	A549/ATCC
CC[C@H](Nc1ncnc(N)c1C(N)=O)c1nc2cccc(NCc3ccc(C(=O)NO)cn3)c2c(=O)n1-c1ccccc1	104	103	99	89	96	106	93	100
COc1ccc(OC)c(NC(=O)SC(C)C)c1	134	107	98	104	94	107	126	107
CCOc1ccc(NC(N)=S)cc1	108	119	105	97	107	105	98	97
CC(=O)c1cnn(-c2cc(=O)[nH]c3ccc(C)cc23)c1C	112	110	102	107	98	105	104	100
C=C(C)[C@@H]1CC[C@]2(C(N)=O)CC[C@]3(C)[C@H](CC[C@@H]4[C@@]5(C)CC/C(=N\OCCC#N)C(C)(C)[C@@H]5CC[C@]43C)[C@@H]12	88	89	70	76	65	70	77	55
COCC(O)Cn1ccnc1N=Nc1ccccc1 (stereo not given)	108	105	104	nt	105	100	117	104
COC(=O)CC(=O)c1ccc(C)cc1	104	100	107	nt	114	93	95	nt
CC1CC(C)(C)OC(c2ccc(C(C)C)cc2)O1 (stereo not given)	119	107	nt	96	114	113	127	103
NC(=O)CCCN1CCCC1=O	115	115	118	110	114	100	113	110
CC(C)N(C)C(=O)CSc1ccc(Cl)cc1	113	105	102	97	87	97	102	96
CCC(N)(C(=O)O)c1ccccc1 (stereo not given)	99	90	96	114	94	94	nt	102
CCC1(C2C=COC=C2)NC(=O)NC1=O (stereo not given)	106	103	101	nt	115	108	nt	104
N#C/C(=C\c1ccc(-c2ccccc2)cc1)c1ccc(Cl)cc1	97	96	97	103	55	101	104	91
COc1ccc2c(c1)oc1c(C)c3c(c(C)c12)C(=O)N(NCCO)C3=O	103	92	99	119	91	103	104	94
